USP1 inh: USP1/UAF1 (human) deubiquitinase inhibition. hit rate 0.23% among 390,000. Potency, µM (titrated, usually from 57.1 µM), inactives show at the top dose activity change, negative = inhibition, actives largely listed as inhibitors. recombinant USP1/UAF1, Ub-Rhodamine cleavage fluorescence. AID 743255; note: potency is the fitted concentration of half-maximal effect; % is set by controls: 0 for no effect and ±100 for the full control effect; nearly all actives have a fitted effect of over 60% in size; inactives centre near -12
Target sequence (O94782 whole entry, looked up): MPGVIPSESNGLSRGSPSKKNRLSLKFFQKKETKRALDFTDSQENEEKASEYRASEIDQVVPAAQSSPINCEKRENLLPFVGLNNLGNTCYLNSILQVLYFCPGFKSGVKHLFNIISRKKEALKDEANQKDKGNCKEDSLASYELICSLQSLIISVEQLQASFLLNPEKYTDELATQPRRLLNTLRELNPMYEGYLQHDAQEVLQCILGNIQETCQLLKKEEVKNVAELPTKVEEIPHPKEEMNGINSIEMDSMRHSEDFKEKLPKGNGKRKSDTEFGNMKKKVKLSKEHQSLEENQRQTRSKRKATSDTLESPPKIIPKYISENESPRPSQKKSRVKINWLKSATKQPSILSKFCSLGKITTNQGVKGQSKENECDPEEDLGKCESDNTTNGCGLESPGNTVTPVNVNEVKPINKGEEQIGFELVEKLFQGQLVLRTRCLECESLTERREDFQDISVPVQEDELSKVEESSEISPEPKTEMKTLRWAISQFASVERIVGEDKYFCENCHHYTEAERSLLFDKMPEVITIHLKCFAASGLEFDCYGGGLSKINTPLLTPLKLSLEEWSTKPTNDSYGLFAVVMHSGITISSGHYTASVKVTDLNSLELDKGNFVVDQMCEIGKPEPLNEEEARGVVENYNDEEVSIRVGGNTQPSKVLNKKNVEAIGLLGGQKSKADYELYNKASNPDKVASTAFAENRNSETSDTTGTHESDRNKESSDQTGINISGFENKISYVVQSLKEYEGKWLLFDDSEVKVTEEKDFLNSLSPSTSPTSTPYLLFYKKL
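1 nM enzyme complex + cpd, 15 min RT; start with Ub-Rho 150nM final; kinetic fluorescence ex 480/em 540, 6 reads q60 s. Buffer 50mM HEPES pH 7.8, 0.5mM EDTA, 0.1 mg/ml BSA, 1mM TCEP, 0.01% Tween-20.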
RGS4 inh: blocks human RGS4-accelerated GTP hydrolysis | Transcreener GDP fluorescence polarization, RGS4-accelerated GTP hydrolysis | AID 504845 | Potency, µM (highest dose often 114 µM), without a hit: at the top dose activity change, negative = inhibition, actives largely listed as inhibitors | P49798 | hit rate 0.039% among 390,000; note: potency is the fitted concentration of half-maximal effect; % is set by controls: 0 for no effect and ±100 for the full control effect; nearly all actives have a fitted effect of over 75% in size; some results filed as inactive show a strong effect at the top dose
Target sequence (P49798 whole entry, looked up): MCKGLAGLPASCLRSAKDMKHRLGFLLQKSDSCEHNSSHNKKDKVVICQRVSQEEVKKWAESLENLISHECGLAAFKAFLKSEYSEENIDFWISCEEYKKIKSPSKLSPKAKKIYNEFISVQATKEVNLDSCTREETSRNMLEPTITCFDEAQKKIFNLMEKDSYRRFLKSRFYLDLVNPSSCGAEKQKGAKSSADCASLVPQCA
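MLSMR compounds (23 nl, pin-transferred) preincubated 10 min at room temperature with a 500nM (2x) first reagent, then RGS4 at 900nM (2x) plus Transcreener GDP mix added; fluorescence polarization (620/688 nm) read before and after 90 min at 30 °C.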
Glioma ERSR ind: inducers of ER stress response in human glioma cells | U87-MG GRP78 promoter luciferase reporter, 16 h | hit rate 0.02% among 420,000 | AID 602332 | Potency, µM, without a hit: at the highest dose activation, hits mostly activators; note: potency is the fitted concentration of half-maximal effect; series mostly up to about 76 µM; % of control where 0% means no effect; nearly all actives have a fitted effect of over 35% in size
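Stably transfected U87-MG human glioma cells carrying a GRP78-based luminescent sensor were seeded at 1000 cells/well, pin-dosed with compounds and incubated 16 h. Luciferase reagent was then added, and end-point luminescence was read after 10 min at room temperature.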
TrxR1 substrate: substrates of rat thioredoxin reductase 1 | O89049 | purified TrxR1 substrate turnover, NADPH consumption readout | Potency, µM (doses to about 114 µM), inactives show top-dose activity change, negative = substrate turnover | hit rate 0.01% among 390,000; note: potency is the fitted concentration of half-maximal effect; % is set by controls: 0 for no effect and ±100 for the full control effect; nearly all actives have a fitted effect of over 50% in size
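Rat TrxR1, dispensed at 90 nM, was prereduced with 400 uM NADPH (final) for 5 min at ~22 deg C, then incubated with compound 15 min before 400 uM selenite. A first-read NADPH fluorescence drop versus no-compound background flagged substrates.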
LDHA inh: LDHA (human) enzyme inhibition. purified LDHA, NADH/diaphorase-resazurin fluorescence; hits give low values. activity change, % (values are at about 110 or 230 µM). hit rate 0.15% among 480,000; in the data active = activity change below about -30%; inconclusive = mostly about -25% to -30%;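 note: plate controls were DMSO wells for no effect and wells without enzyme for full effect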
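Enzyme activity of human lactate dehydrogenase 5 (2 nM; 0.06 mM NADH, 0.2 mM pyruvate, 5 min, RT) is measured via a resazurin/diaphorase fluorescence readout of residual NADH.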
mIDH1 inhibitor: blocks human mutant IDH1 R132H enzyme; O75874; hit rate 0.093% among 390,000; IDH1-R132H enzyme, NADPH consumption, diaphorase/resazurin fluorescence; Potency, µM (highest dose often 76.6 µM), for the others: at the highest dose activity change, negative = inhibition, most hits filed as inhibitors; note: potency is the fitted concentration of half-maximal effect; % is set by controls: 0 for no effect and ±100 for the full control effect; nearly all actives have a fitted effect of over 65% in size
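IDH1-R132H (0.5 ug/mL dispensed) in pH 7.5 Tris buffer was preincubated 30 min with compound, then given a substrate mix of 0.016 mM NADPH and 2 mM alpha-KG for 80 min at room temperature; remaining NADPH was read by diaphorase/resazurin fluorescence.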
Vif-APOBEC3F blk: inhibitors of Vif-A3F interaction; HeLa A3F-eYFP + Vif (tagged APOBEC3F with the HIV-1 protein that degrades it), YFP fluorescence increase; hit rate 0.2% among 390,000; AID 602313; Potency, µM (titrated, usually from 46.1 µM), inactives show at the highest dose activity, negative = active; note: potency is the fitted concentration of half-maximal effect; % of control where 0% means no effect; nearly all actives have a fitted effect of over 65% in size
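HeLa cells stably expressing Vif plus C-terminally eYFP-tagged A3F were seeded, incubated overnight at 37 deg C, dosed with compound, incubated overnight again at 37 deg C. Yellow fluorescence (Ex 488/Em 500-530) reported blocked Vif-mediated A3F-eYFP degradation.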
Vif-A3G inh: blocks the Vif interaction with human APOBEC3G. Q9HC16. HeLa A3G-eYFP + Vif (tagged APOBEC3G with the HIV-1 protein that degrades it), YFP fluorescence, overnight. Potency, µM (highest dose often 46.1 µM), inactives show at the top dose activity, negative = active, actives largely listed as inhibitors. hit rate 0.076% among 410,000;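 note: potency is the fitted concentration of half-maximal effect; % is set by controls: 0 for no effect and ±100 for the full control effect; nearly all actives have a fitted effect of over 60% in size; hits raise eYFP signal because A3G escapes Vif-driven loss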
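HeLa cells stably expressing Vif and C-terminally eYFP-tagged A3G, seeded overnight at 37 deg C, then exposed to compound by pintool overnight at 37 deg C. Rise in yellow fluorescence (Ex 488/Em 500-530, Acumen) marks blocked Vif-driven A3G degradation.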
TrxR1 inh: blocks rat thioredoxin reductase 1; O89049; recombinant rTrxR1, NADPH fluorescence consumption, selenite substrate; Potency, µM (titrated, usually from 114 µM), for inactives: at the highest dose activity change, negative = inhibition, most hits filed as inhibitors; hit rate 1% among 390,000; AID 588453; note: potency is the fitted concentration of half-maximal effect; % is set by controls: 0 for no effect and ±100 for the full control effect; nearly all actives have a fitted effect of over 65% in size
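Rat TrxR1 (90 nM in the dispensed reagent) was pre-reduced with 400 uM NADPH for 5 min at room temperature, then incubated with compound for 15 min. After 400 uM selenite was added, NADPH fluorescence (Ex 340/Em 450 nm) was followed for 8 min.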
* marks the source's active call; other numbers are inactive results; ? = inconclusive; . = no result given; & = joins results of further samples; [ ] = dose if it differs, or a comment. Unless noted, calls come from the whole dose curve; as a rule, active = well fitted curve in the direction sought with a large enough effect; inconclusive = small, poorly fitted or top-dose-only effect, or another doubt; inactive = no such curve, though single readings can be large; an effect the other way counts as inactive or inconclusive.

SMILES	USP1 inh	RGS4 inh	Glioma ERSR ind	TrxR1 substrate	LDHA inh	mIDH1 inhibitor	Vif-APOBEC3F blk	Vif-A3G inh	TrxR1 inh
Cc1nc(NC(C)c2ccccc2)sc1C(=O)Nc1ccccc1 (stereo not drawn)	-6.3%	10.8%[11.4 µM]	1.0%	-1.3%	-4.8	16.8%	-8.7%	?	15.4%
CCOC(=O)C1CCCN(C(=O)/C=C/c2ccc(Cl)cc2)C1 (stereo not drawn)	-24.9%	16.3%[11.4 µM]	0.0%	-12.3%	-14.5	3.1%	4.1%	1.0%	-16.1%
CC1=Nc2ccc(C)cc2N(Cc2ccccc2)C(=O)C1	-24.5%	-6.3%	-1.8%	-0.1%	-1.1	9.1%	5.0%	-5.3%	2.1%
O=C1[C@@H]2C(c3ccc(F)cc3)=NO[C@@H]2C(=O)N1Cc1ccccc1	-7.9%	-9.8%	-0.7%	-6.4%[57.1 µM]	-1.0	10.1%	-1.5%	1.3%	18.0%
CC(CSc1nc2ccccc2s1)Cn1c(N2CCCC2)nc2c1c(=O)[nH]c(=O)n2C (stereo not drawn)	-10.4%	2.4%	-4.9%	5.1%[57.1 µM]	0.4	1.1%	-1.3%	-0.8%	9.7%[57.1 µM]
CCCc1nnc(NC(=O)CC(=O)Nc2ccccc2C(=O)O)s1	5.1%	18.8%	-11.3%	-3.3%	-0.3	6.9%	-3.2%	1.2%	-6.9%
COc1ccc(-c2cc(C(=O)OCC(=O)c3cccc([N+](=O)[O-])c3)c3cc(C)ccc3n2)cc1	14.6%	21.6%	11.0%	6.7%[57.1 µM]	-2.9	-3.3%	1.6%	0.3%	-1.9%[57.1 µM]
CCOC(=O)C1=C(N)Oc2cc(O)ccc2C1c1ccccc1 (stereo not drawn)	-13.1%	-8.8%	-0.1%	-5.8%	-8.6&12.8	-4.9%	-11.9%	?	11.6%
Cc1cc2nc(C)n(CCCNC(=O)Nc3ccc(C#N)cc3)c2cc1C	-7.9%	7.8%	-5.7%	-3.3%[11.4 µM]	3.8	0.3%	-7.3%	2.7%	17.4%[11.4 µM]
COc1ccc(/C=C(\NC(=O)c2ccccc2)C(=O)NNC(=O)CCN2CCOCC2)cc1	-13.4%	0.6%	-4.8%	-3.3%	0.9	2.2%	-0.1%	0.9%	17.1%
COc1ccccc1CN(C)C(=O)C1(c2ccc(Cl)cc2)CC1	-17.2%	-23.6%	-3.0%	-3.3%	-1.2	1.8%	4.2%	0.5%	-2.8%
COc1ccc(CC(=O)N/N=C(\C)CC(=O)Nc2ccc3c(c2)OCCO3)cc1OC	-21.5%	7.8%	-7.7%	3.6%	-2.9	0.3%	-19.6%	0.3%	1.8%[57.1 µM]
COc1ccc(-c2noc(CN(C)C(=O)c3ccc4c(c3)OCO4)n2)cc1OC	-13.3%	2.9%	3.9%	11.2%[0.0914 µM]	-5.2	-1.0%	-0.5%	-0.8%	8.6%[57.1 µM]
Cc1cc(C)c2nc(N3CCCC(C(=O)N4CCC(C(N)=O)CC4)C3)sc2c1 (stereo not drawn)	-15.7%	-3.9%	-0.4%	10.3%	-3.6	0.6%	-3.5%	-6.1%	9.3%
COC(=O)c1nn(-c2nc(-c3ccc(OC)c(OC)c3)cc(C(F)(F)F)n2)cc1[N+](=O)[O-]	-0.5%	1.3%	-6.2%	-5.7%	-0.3	2.5%	7.1%	0.7%	-4.0%
O=C(C1CCC(=O)N(C2CCCC2)C1)N1CCC(Oc2ccccc2Cl)CC1 (stereo not drawn)	-9.3%	4.7%	0.5%	-14.9%	-1.1	1.6%	0.4%	-0.4%	-16.1%
CCc1cccc(C)c1NS(=O)(=O)c1cc2[nH]c(=O)c(=O)[nH]c2cc1C	-3.5%	-3.7%	-2.3%	11.5%	0.7	0.1%	2.3%	4.2%	9.9%
CCOC(=O)c1ccc(S(=O)(=O)N2CCN(C)CC2)cc1	-24.2%	13.8%	-1.2%	7.7%	-4.3	7.4%	-10.4%	0.6%	-6.8%
O=C(c1cc(-c2ccccc2)nc2ccccc12)N1CCc2ccccc2C1	-21.1%	-14.5%	-0.7%	-8.2%	-5.8	-3.3%	-13.2%	-0.9%	-1.8%
CC(C)Cc1nnc(NC(=O)C2CSC3(C)CCC(=O)N23)s1 (stereo not drawn)	-3.9%	9.9%	-4.5%	2.4%[57.1 µM]	-8.1	4.5%	-15.5%	2.2%	6.3%[57.1 µM]
O=C(CCc1ccccc1)NCC(=O)N/N=C/c1ccc2c(c1)OCO2	-13.9%	-7.6%	2.3%	-7.6%	1.2	0.0%	-8.1%	0.2%	2.5%
Cn1c(CCN2CCN(c3ccccn3)CC2)nc2cc(NC(=O)COc3ccc(Cl)cc3)ccc21	-24.3%	-9.1%	-5.4%	1.5%	-1.7	6.0%	-1.7%	-3.3%	26.6%
Cc1cc(NC(=O)CS(=O)CC(=O)Nc2c(C)cccc2C)ccc1-n1cnnn1 (stereo not drawn)	-22.8%	-10.1%	-4.7%	3.6%	-5.7	-0.5%	-4.9%	0.7%	9.7%
Cc1ccc2c(CC(=O)N(C)c3c(N)n(Cc4ccccc4)c(=O)[nH]c3=O)coc2c1	-0.7%	1.3%	-1.5%	-10.2%	-4.4	-2.1%	11.2%	0.4%	-4.9%
COc1ccc(N2CSC3=C(C#N)C(c4ccc(OC)c(OC)c4)CC(=O)N3C2)c(OC)c1 (stereo not drawn)	?	?	-0.6%	-3.5%[57.1 µM]	13.4	19.2%	-8.2%	-4.4%	?
(continued)
SMILES	USP1 inh	RGS4 inh	Glioma ERSR ind	TrxR1 substrate	LDHA inh	mIDH1 inhibitor	Vif-APOBEC3F blk	Vif-A3G inh	TrxR1 inh
O=C(Nc1ccc(N2CCCCC2)cc1)c1cccnc1	-15.8%	-6.9%	-0.8%	-5.5%	-0.1	0.4%	-15.8%	0.2%	-2.3%
CCOC(=O)Nc1ccc(NC(=O)OCC)cc1	-25.1%	-4.3%	0.0%	-1.6%	-1.0	-1.3%	-0.9%	-1.2%	16.9%
COc1ccc(NC(=O)CNS(=O)(=O)c2ccccc2)cc1Cl	2.3%	4.2%	1.3%	-1.5%	4.0	2.1%	11.3%	3.6%	-7.9%
COc1cc(OC)cc(-n2nc(C(=O)NCCCN3CCOCC3)c3ccccc3c2=O)c1	-8.9%	-0.7%	-5.1%	-5.7%	-4.3	10.1%	7.3%	1.3%	-12.3%
COC(=O)C1CSc2[nH]c(=O)sc2C1c1ccc(OC)c(OC)c1 (stereo not drawn)	4.8%	-6.7%	-4.3%	-5.9%	2.8	14.0%	.	0.9%	-9.4%
COC(=O)/C=C1\N/C(=N\c2nc(C)cc(C)n2)N(c2ccc(Cl)cc2)C1=O	8.3%	12.4%	3.2%	-4.4%[57.1 µM]	-10.4	8.8%	-5.6%	-8.3%	-6.5%[57.1 µM]
COC(=O)c1cc(NC(=O)Cc2ccccc2[N+](=O)[O-])cc(C(=O)OC)c1	-19.1%	-9.2%	-1.6%	8.5%	0.1	-0.6%	0.4%	-1.7%	19.1%
Cc1cc(OCC(=O)NC(Cc2ccc(Cl)cc2)C(=O)O)c2c(C)cc(=O)oc2c1 (stereo not drawn)	-19.9%	-0.4%	-3.1%	160.4%[activator]	-2.0	-6.6%	-0.7%	0.3%	13.8%
CCCCN1CCc2c([nH]c3ccc(C)cc23)C1=O	-13.0%	22.0%	-0.5%	14.0%	-3.2	3.0%	-1.3%	1.4%	15.6%
Cc1ccc(NC(=O)NCCCc2ccccc2)cc1	-9.6%	18.5%	6.8%	0.3%[57.1 µM]	-4.0	0.2%	0.5%	-4.9%	2.4%[57.1 µM]
CCOc1ccccc1C(=O)NC1CC2CCCC(C1)N2Cc1nnnn1Cc1ccco1 (stereo not drawn)	-3.8%	53.9%	4.0%	6.5%[57.1 µM]	-6.5	-4.0%	-0.5%	-1.0%	8.3%[57.1 µM]
COc1cccc(CNC(=O)Cn2cccc2)c1	-3.7%	19.5%	-0.1%	-7.9%	-3.4	4.3%	-5.1%	0.8%	-8.3%
COCC(=O)NCCc1nc2ccccc2[nH]1	-24.0%	-3.8%	-1.8%	3.5%[57.1 µM]	-4.6	1.1%	-8.4%	-2.4%	6.0%[57.1 µM]
Cc1ccc(S(=O)(=O)NCCc2cn3c(C)csc3n2)cc1	-27.8%	-13.9%	-3.6%	1.4%[57.1 µM]	-3.3	0.0%	0.1%	-2.8%	13.0%[57.1 µM]
CC1=CCC2C(=O)N(c3ccc4ccccc4n3)C(=O)C2C1 (stereo not drawn)	-1.6%	9.1%	-2.2%	-4.0%	1.9	0.7%	-4.4%	0.0%	5.3%
COCCCNC(=O)c1ccccc1Oc1ccccc1	-13.1%	9.4%	-2.9%	7.6%[57.1 µM]	-2.4	3.3%	-0.6%	-6.2%	7.8%[57.1 µM]
CCOc1ccccc1N1CCN(CC(=O)Nc2nnc(CC)s2)CC1	-1.9%	6.4%	-6.2%	2.4%	-5.9	-1.9%	-1.8%	3.6%	6.4%
Cc1cc(C(=O)Cn2cncn2)c(C)n1CCc1ccc(F)cc1	-3.3%	-35.3%	3.0%	-8.0%	-2.1	5.8%	-2.2%	2.2%	-13.4%

Screening results: PubChem, National Center for Advancing Translational Sciences (NCATS)

Only part of the results is shown, so the mix of outcomes need not match the whole.
